mIAP activ: mouse IAP activation | muIAP, CDP-Star luminescence, 30 min; active compounds read high; 1 = vehicle-only enzyme signal, 0 = enzyme-free wells | activation factor at 10 µM | 330,000 compounds, 0.24% hits;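 active = activation factor of at least 2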; note: the source names both 10 and 20 µM as test concentration; values of inactives mirror those of a sister screen read the other way
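Assay system: mouse IAP enzyme / Compound: DMSO-dissolved test compounds / Timing: 30 min, room temperature / Measured by: luminescence from enzymatic CDP-Star hydrolysis / Control set: DMSO-only wells, enzyme-free buffer wells as negative control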
A3G deaminase: APOBEC3G (human) deaminase inhibition | 330,000 compounds, 0.28% hits | inhibition, % at 20 µM | recombinant A3G, ssDNA deamination FAM/TAMRA fluorescence | Q9HC16;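 active = inhibition of at least 40% at 20 µM, with no more than 30% in the related APOBEC3A deaminase screen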;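 note: plate controls were DMSO wells with A3G for no effect and wells lacking A3G enzyme for full effect; some compounds called inactive have numbers as strong as hits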
Target sequence (Q9HC16 whole entry, looked up): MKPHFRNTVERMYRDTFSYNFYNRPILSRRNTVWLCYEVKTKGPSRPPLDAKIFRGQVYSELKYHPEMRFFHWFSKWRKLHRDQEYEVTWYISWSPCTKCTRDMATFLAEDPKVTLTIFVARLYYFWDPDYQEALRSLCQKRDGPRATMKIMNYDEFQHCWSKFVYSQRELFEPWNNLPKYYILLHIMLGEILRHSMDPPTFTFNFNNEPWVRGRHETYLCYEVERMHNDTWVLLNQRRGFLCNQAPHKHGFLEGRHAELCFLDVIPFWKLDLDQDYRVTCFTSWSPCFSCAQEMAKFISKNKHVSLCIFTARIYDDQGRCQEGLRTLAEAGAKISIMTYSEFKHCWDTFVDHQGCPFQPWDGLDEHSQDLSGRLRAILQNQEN
hIAP inh: human IAP inhibition; P09923; purified IAP, CDP-Star luminescence, 30 min; inhibition, % at 10 µM; 330,000 compounds, 0.12% hits;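 active = inhibition reaching a set limit with compound at 10 µM in the primary screen, cut at about 35% in these data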;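 note: plate controls were DMSO wells with enzyme for no effect and no-enzyme buffer wells for full effect; values of inactives mirror those of a sister screen read the other way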
Target sequence (P09923 whole entry, looked up): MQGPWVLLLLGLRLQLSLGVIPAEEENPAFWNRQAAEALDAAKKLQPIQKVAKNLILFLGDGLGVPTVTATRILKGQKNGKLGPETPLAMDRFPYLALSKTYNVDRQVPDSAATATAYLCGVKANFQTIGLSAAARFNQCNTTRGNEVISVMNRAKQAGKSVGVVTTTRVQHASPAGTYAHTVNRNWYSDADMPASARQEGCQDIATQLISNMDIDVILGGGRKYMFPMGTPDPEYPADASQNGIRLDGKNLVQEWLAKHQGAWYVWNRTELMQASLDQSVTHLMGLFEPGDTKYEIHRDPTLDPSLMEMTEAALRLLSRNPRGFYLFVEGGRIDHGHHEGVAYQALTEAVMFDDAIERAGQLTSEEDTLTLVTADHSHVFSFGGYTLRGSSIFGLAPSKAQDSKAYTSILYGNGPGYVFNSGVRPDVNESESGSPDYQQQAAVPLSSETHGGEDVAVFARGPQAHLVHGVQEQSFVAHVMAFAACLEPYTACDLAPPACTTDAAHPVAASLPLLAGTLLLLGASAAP
mIAP block: blocks mouse intestinal alkaline phosphatase; purified mouse IAP, CDP-Star luminescence, 30 min; inhibition, % at 10 µM; 330,000 compounds, 0.2% hits; AID 2806;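 active = inhibition of at least 40% at 10 µM in the primary screen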;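 note: plate controls were DMSO with enzyme for no effect and no enzyme wells for full effect; values of inactives mirror those of a sister screen read the other way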
NR3A LBD binder: modulates the human NR3A ligand-binding domain | NR3A LBD differential scanning fluorimetry, Tm shift; 0% = protein alone, 100% = glycine-bound protein | Tm shift relative to glycine control, % at 25 µM | 340,000 compounds, 2.5% hits | AID 1259313;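 active = melting temperature shift of at least 10% of the positive control shift, at one fixed dose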
APOBEC3A inh: inhibitors of human APOBEC3A DNA deaminase | P31941 | recombinant A3A, FAM/TAMRA ssDNA deamination fluorescence | inhibition, % at 20 µM | 330,000 compounds, 0.41% hits | AID 493011;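 active = at least 40% inhibition at 20 µM here, with at most 30% in a related deaminase screen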;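 note: plate controls were A3A with DMSO for no effect and wells lacking A3A enzyme for full effect; some results filed as inactive read as strong as hits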
Target sequence (P31941 whole entry, looked up): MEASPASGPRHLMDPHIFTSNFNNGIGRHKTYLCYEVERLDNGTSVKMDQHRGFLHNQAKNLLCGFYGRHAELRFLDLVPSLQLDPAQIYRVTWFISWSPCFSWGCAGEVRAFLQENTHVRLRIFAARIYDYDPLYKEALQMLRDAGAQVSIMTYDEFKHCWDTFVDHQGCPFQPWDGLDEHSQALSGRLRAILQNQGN
hIAP act: increases human intestinal alkaline phosphatase activity; P09923; purified human IAP, CDP-Star luminescence, 30 min; active compounds read high; 1 = vehicle-only enzyme, 0 = enzyme-free background; activation factor at 10 µM; 330,000 compounds, 0.16% hits; AID 2524;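 active = activation factor of the enzyme at least 2-fold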; note: the source names both 10 and 20 µM as test concentration; values of inactives mirror those of a sister screen read the other way
MIN6 prolif: inducers of beta-cell replication in MIN6 cells; MIN6 cells proliferation, ATPlite luminescence, 48 h; cells starved in 0.2% serum; 100% = growth in 10% serum; proliferation, % at 10 µM; 330,000 compounds, 0.29% hits; AID 2380;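 active = compounds whose signal lies at least 3.5 SD above the mean of all wells on their plate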;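 note: 0% = DMSO-treated cells in low-serum medium and 100% = 10% serum control; some compounds called inactive have numbers as strong as hits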
MPTP block: blocks calcium-induced mitochondrial swelling; isolated mouse mitochondria, Ca2+ swelling absorbance, 30 min; inhibition, % at 10 µM; 360,000 compounds, 1.4% hits; AID 602449;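 active = inhibition of 50% or more, scaled per plate between neutral and stimulator controls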;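 note: 0% = DMSO wells given calcium and 100% = 1 mM EGTA wells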
Starred values were filed as active, the others as inactive.

For CSCCC(NC(=O)c1ccco1)C(=O)Nc1cc(C)ccn1 (stereo unspecified) the results were mIAP activ 0.92, A3G deaminase 0, hIAP inh 6, mIAP block 8, NR3A LBD binder 1, APOBEC3A inh -2, hIAP act 0.94, MIN6 prolif -3 and MPTP block -0.2.
`CC(=O)N1c2ccc(C)cc2C(c2ccccc2)CC1C` (stereo unspecified) gave mIAP activ 1, A3G deaminase -11, hIAP inh 10, mIAP block -3, NR3A LBD binder -1, APOBEC3A inh -7, hIAP act 0.91, MIN6 prolif -4 and MPTP block -0.5.
For COc1ccc(NC(=O)c2cccs2)c([N+](=O)[O-])c1 the results were mIAP activ 1.1, A3G deaminase 8, hIAP inh 2, mIAP block -7, NR3A LBD binder 0, APOBEC3A inh -1, hIAP act 0.98, MIN6 prolif -2 and MPTP block 0.1.
For CCOC(=O)CSc1nnc(Cn2nnc3ccccc32)n1-c1ccc(F)cc1 the results were mIAP activ 0.94, A3G deaminase -12, hIAP inh 8, mIAP block 6, NR3A LBD binder 0, APOBEC3A inh -4, hIAP act 0.92, MIN6 prolif -1 and MPTP block 2.5.
`Cc1cc(C)n(/N=C/c2ccco2)c(=O)c1C#N` gave mIAP activ 1, A3G deaminase 9, hIAP inh 4, mIAP block -2, NR3A LBD binder -3, APOBEC3A inh 5, hIAP act 0.96, MIN6 prolif 5 and MPTP block -3.9.
`CC(C)c1ccc(NC(=O)C2CCN(S(C)(=O)=O)CC2)cc1` gave mIAP activ 1.1, A3G deaminase -5, hIAP inh 0, mIAP block -7, NR3A LBD binder 1, APOBEC3A inh -3, hIAP act 1, MIN6 prolif 0 and MPTP block -0.7.
CC12CN(C(=S)Nc3ccccc3)CC(C)(CN(C(=S)Nc3ccccc3)C1)C2=O was read as mIAP activ 0.96, A3G deaminase -1, hIAP inh 6, mIAP block 4, NR3A LBD binder 0, APOBEC3A inh 6, hIAP act 0.94, MIN6 prolif 0 and MPTP block -1.1.
`COc1ccc(C(=O)N2CCN(C(C)=O)CC2)cc1S(=O)(=O)NCc1ccc(Cl)cc1` gave mIAP activ 0.99, A3G deaminase -2, hIAP inh 6, mIAP block 1, NR3A LBD binder 3, APOBEC3A inh -1, hIAP act 0.94, MIN6 prolif 0 and MPTP block -2.9.
For CCOC(=O)N1CCC(NC(=O)C2CCN(S(=O)(=O)N3CCCC3)CC2)CC1 the results were mIAP activ 1.1, A3G deaminase -2, hIAP inh -11, mIAP block -12, NR3A LBD binder 8, APOBEC3A inh -3, hIAP act 1.1, MIN6 prolif -1 and MPTP block -1.5.
Cc1ccc(OCC(=O)NCCO)c(Br)c1 was read as mIAP activ 1.1, A3G deaminase -8, hIAP inh -8, mIAP block -8, NR3A LBD binder 0, APOBEC3A inh 1, hIAP act 1.1, MIN6 prolif 0 and MPTP block -0.3.
Screening Cc1cc(OCCCCCNCCO)cc(C)c1Cl returned mIAP activ 1, A3G deaminase -5, hIAP inh -2, mIAP block -1, NR3A LBD binder 0, APOBEC3A inh 0, hIAP act 1, MIN6 prolif -6 and MPTP block 3.1.
Cc1cc(Cl)ccc1NC(=O)c1ccc2c(c1)OCO2 was read as mIAP activ 1, A3G deaminase -4, hIAP inh 14, mIAP block 0, NR3A LBD binder 3, APOBEC3A inh -4, hIAP act 0.85, MIN6 prolif -4 and MPTP block 0.1.
`COc1cc(OC)c(C(=O)COc2ncnc3ccccc23)c(OC)c1` gave mIAP activ 1, A3G deaminase -1, hIAP inh -68, mIAP block -1, NR3A LBD binder 1, APOBEC3A inh 3, hIAP act 1.7, MIN6 prolif -1 and MPTP block -4.2.
`COc1ccc(S(=O)(=O)NCCSCc2cccc(C)c2)cc1Br` gave mIAP activ 1, A3G deaminase 4, hIAP inh -9, mIAP block -3, NR3A LBD binder -10, APOBEC3A inh 6, hIAP act 1.1, MIN6 prolif -2 and MPTP block -4.3.
For O=C(Nc1ccc(Cl)cc1)OCc1cc(-c2ccccc2Cl)on1 the results were mIAP activ 1, A3G deaminase -3, hIAP inh -5, mIAP block -2, NR3A LBD binder 2, APOBEC3A inh 5, hIAP act 1.1, MIN6 prolif -2 and MPTP block -3.8.

Reprinted at random: 3 entries already listed.
For O=C(Nc1ccc(Cl)cc1)OCc1cc(-c2ccccc2Cl)on1 the results were mIAP activ 1, A3G deaminase -3, hIAP inh -5, mIAP block -2, NR3A LBD binder 2, APOBEC3A inh 5, hIAP act 1.1, MIN6 prolif -2 and MPTP block -3.8.
For CCOC(=O)N1CCC(NC(=O)C2CCN(S(=O)(=O)N3CCCC3)CC2)CC1 the results were mIAP activ 1.1, A3G deaminase -2, hIAP inh -11, mIAP block -12, NR3A LBD binder 8, APOBEC3A inh -3, hIAP act 1.1, MIN6 prolif -1 and MPTP block -1.5.
Cc1ccc(OCC(=O)NCCO)c(Br)c1 was read as mIAP activ 1.1, A3G deaminase -8, hIAP inh -8, mIAP block -8, NR3A LBD binder 0, APOBEC3A inh 1, hIAP act 1.1, MIN6 prolif 0 and MPTP block -0.3.

Later entries:
`Cc1ccc(C(=O)Cn2nc(C)c([N+](=O)[O-])c2C)c(C)c1` gave mIAP activ 1.1, A3G deaminase -8, hIAP inh 2, mIAP block -6, NR3A LBD binder -2, APOBEC3A inh -2, hIAP act 0.98, MIN6 prolif 1 and MPTP block -0.5.
`Cc1c(C(=O)N(C)CC(=O)Nc2cccc(F)c2)oc2c(Cl)cccc12` gave mIAP activ 1, A3G deaminase -2, hIAP inh 10, mIAP block 0, NR3A LBD binder -11, APOBEC3A inh 0, hIAP act 0.9, MIN6 prolif -1 and MPTP block -0.8.
Screening O=C(NCCc1cn2ccccc2n1)C1CCCCC1 returned mIAP activ 1, A3G deaminase -7, hIAP inh 2, mIAP block -2, NR3A LBD binder -4, APOBEC3A inh -2, hIAP act 0.98, MIN6 prolif 0 and MPTP block -1.0.
CCc1ccc2oc(=O)cc(CN(C)Cc3ccccc3)c2c1 was read as mIAP activ 0.93, A3G deaminase 2, hIAP inh 13, mIAP block 7, NR3A LBD binder -1, APOBEC3A inh -4, hIAP act 0.87, MIN6 prolif -3 and MPTP block 1.9.
CCOC(=O)N1CCC(NC(=O)c2ccc(CS(=O)(=O)c3c(Cl)cccc3Cl)o2)CC1 was read as mIAP activ 0.91, A3G deaminase -6, hIAP inh 5, mIAP block 9, NR3A LBD binder 1, APOBEC3A inh -4, hIAP act 0.95, MIN6 prolif -2 and MPTP block -0.6.
CC(=O)c1ccc(N2CCN(S(=O)(=O)c3c(C(=O)N4CCCC4)c(C)n(C)c3C)CC2)cc1 was read as mIAP activ 0.94, A3G deaminase 3, hIAP inh -23, mIAP block 6, NR3A LBD binder 1, APOBEC3A inh -4, hIAP act 1.2, MIN6 prolif -2 and MPTP block -0.7.
Screening COc1ccc(CCNc2ccc(S(=O)(=O)N3CCN(C)CC3)cc2[N+](=O)[O-])cc1 returned mIAP activ 0.93, A3G deaminase 1, hIAP inh -9, mIAP block 7, NR3A LBD binder 6, APOBEC3A inh -2, hIAP act 1.1, MIN6 prolif -4 and MPTP block 0.5.
For Cc1cc(=O)oc2c(C)c(OC(=O)c3ccco3)ccc12 the results were mIAP activ 1, A3G deaminase 2, hIAP inh -21, mIAP block 0, NR3A LBD binder -1, APOBEC3A inh 0, hIAP act 1.2, MIN6 prolif 5 and MPTP block 0.1.
`Cc1cccc(N2CCN(Cc3nc(C4CC4)no3)CC2)n1` gave mIAP activ 1, A3G deaminase -6, hIAP inh -7, mIAP block 0, NR3A LBD binder 0, APOBEC3A inh -2, hIAP act 1.1, MIN6 prolif -2 and MPTP block 1.0.
Screening Cc1cc(C)nc(SCCn2c(N3CCCCC3)nc3c2c(=O)n(C)c(=O)n3C)n1 returned mIAP activ 0.99, A3G deaminase -2, hIAP inh 1, mIAP block 1, NR3A LBD binder 2, APOBEC3A inh -1, hIAP act 0.99, MIN6 prolif 4 and MPTP block 0.7.
Screening Cc1ccc([N+](=O)[O-])cc1NC(=S)NC(=O)C(C)(C)C returned mIAP activ 0.91, A3G deaminase -4, hIAP inh 5, mIAP block 9, NR3A LBD binder -4, APOBEC3A inh 0, hIAP act 0.95, MIN6 prolif -4 and MPTP block -0.3.
`COc1ccccc1/C=C1\N=C(C(C)(C)C)OC1=O` gave mIAP activ 1, A3G deaminase 2, hIAP inh -31, mIAP block -1, NR3A LBD binder 5, APOBEC3A inh 0, hIAP act 1.3, MIN6 prolif 1 and MPTP block -0.9.
Cc1ccc(-c2c[n+](CC(=O)Nc3ccccc3C)c3n2CCC3)cc1 was read as mIAP activ 0.98, A3G deaminase -5, hIAP inh -4, mIAP block 2, NR3A LBD binder 0, APOBEC3A inh -1, hIAP act 1, MIN6 prolif 1 and MPTP block -2.4.
`CCOC(=O)C1CCN(C(=O)CCc2c(C)nc3c(-c4ccc(F)cc4)c(C)nn3c2C)CC1` gave mIAP activ 1, A3G deaminase -8, hIAP inh 6, mIAP block -5, NR3A LBD binder 2, APOBEC3A inh -5, hIAP act 0.94, MIN6 prolif 3 and MPTP block -1.1.
Cc1cccc(CSCCNC(=O)c2ccc(N(C)S(=O)(=O)c3ccccc3)cc2)c1 was read as mIAP activ 1.1, A3G deaminase 3, hIAP inh -7, mIAP block -8, NR3A LBD binder -8, APOBEC3A inh 3, hIAP act 1.1, MIN6 prolif -2 and MPTP block 5.3.

Some of these compounds in order of number of heavy atoms, highest first.
`COc1cc(OC)c(C(=O)COc2ncnc3ccccc23)c(OC)c1` gave mIAP activ 1, A3G deaminase -1, hIAP inh -68, mIAP block -1, NR3A LBD binder 1, APOBEC3A inh 3, hIAP act 1.7, MIN6 prolif -1 and MPTP block -4.2.
`Cc1cc(C)n(/N=C/c2ccco2)c(=O)c1C#N` gave mIAP activ 1, A3G deaminase 9, hIAP inh 4, mIAP block -2, NR3A LBD binder -3, APOBEC3A inh 5, hIAP act 0.96, MIN6 prolif 5 and MPTP block -3.9.
Cc1ccc(OCC(=O)NCCO)c(Br)c1 was read as mIAP activ 1.1, A3G deaminase -8, hIAP inh -8, mIAP block -8, NR3A LBD binder 0, APOBEC3A inh 1, hIAP act 1.1, MIN6 prolif 0 and MPTP block -0.3.

(cont.)
For CN1CCc2cc(O)c(O)cc2C(c2ccccc2)C1 (stereo unspecified) the results were mIAP activ 0.97, A3G deaminase -8, hIAP inh -5, mIAP block 2, NR3A LBD binder -2, APOBEC3A inh -4, hIAP act 1.1, MIN6 prolif -7 and MPTP block 1.4.
Screening CCN(CC)C(=O)CSc1nc(O)cc(=O)n1C returned mIAP activ 0.96, A3G deaminase -8, hIAP inh 5, mIAP block 4, NR3A LBD binder 1, APOBEC3A inh 7, hIAP act 0.95, MIN6 prolif 0 and MPTP block -1.1.
`Nc1cc(-c2nc3ncccc3o2)ccc1Cl` gave mIAP activ 1, A3G deaminase 2, hIAP inh 12, mIAP block -2, NR3A LBD binder -20, APOBEC3A inh 5, hIAP act 0.88, MIN6 prolif -3 and MPTP block 0.6.
For CCOc1ccc(NS(=O)(=O)c2cc(C)c(C)cc2C)cc1 the results were mIAP activ 1.1, A3G deaminase -4, hIAP inh -7, mIAP block -8, NR3A LBD binder -3, APOBEC3A inh 4, hIAP act 1.1, MIN6 prolif -2 and MPTP block -2.9.
For CN(C)C1(CNC(=O)c2cccc(S(=O)(=O)Nc3ccc(Br)cc3)c2)CCCCC1 the results were mIAP activ 1, A3G deaminase -8, hIAP inh 18, mIAP block -1, NR3A LBD binder -2, APOBEC3A inh -5, hIAP act 0.82, MIN6 prolif 2 and MPTP block 0.2.
O=[N+]([O-])c1ccc(Cl)c(CN2CCN(c3ncccn3)CC2)c1 was read as mIAP activ 1, A3G deaminase -9, hIAP inh -16, mIAP block -3, NR3A LBD binder -1, APOBEC3A inh -8, hIAP act 1.2, MIN6 prolif 3 and MPTP block 1.5.

Screening data deposited in PubChem by Sanford-Burnham Center for Chemical Genomics.
